From PubChem
mHtt clearance: clearance of mutant huntingtin inclusions, primary screen, imaging, HeLa Exon1htt(103Q)mCFP, confocal imaging; inhibition, % at 1.5 µM; aggregate imaging; zero = plate's median compound well; AID 853, 2007; 47,000 compounds, 0.42% hits;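 active = inhibition of aggregate fluorescence above about 70%, also judged a hit by eye on the cell image, limit read from the data, passing the limit was not always enough; inconclusive = no rule stated for this call; inactive = not judged a hit on image review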;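 also: cells exposed to compound for three days before fixation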
mHtt clearance grain fraction: further read-out of mHtt clearance, marked with its call; fraction fluorescence in grains; measured here: aggregate grain fluorescence fraction; hits give low values;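 scaled fraction of total cell fluorescence in grains with unit not stated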
An asterisk follows results filed as active; i = inactive; ? = inconclusive; / = not tested or not shown. The list is partial, so the mix of outcomes need not match the whole.

mHtt clearance,mHtt clearance grain fraction,SMILES
-2,42,O=C(Nc1ccc(F)cc1)N1CCOCC1
-10,34,CC(C)OC(=O)c1sc2nc(-c3ccccc3)ccc2c1N
i,323,Cn1cc(S(=O)(=O)N2CCN(C(=O)c3ccco3)CC2)c(=O)n(C)c1=O
18,23,CS(=O)(=O)Nc1ccc(Br)cc1C(=O)c1ccccc1
5,22,CC(=O)Nc1ccc(S(=O)(=O)NCc2ccc(C)cc2)cc1
16,30,CCNc1c(N)c(=O)oc2ccccc12
14,14,Cc1cc(C)nc(N2CCC(C(=O)NCCc3ccccc3)CC2)n1
6,31,Cc1ccc(C)c2[nH]c(=O)c(CCNC(=O)CC(C)(C)C)cc12
-79,34,O=C(c1ccccc1)N1CCN(C2CCCCC2)CC1
-35,28,Cc1ccc(-c2nnn(CC(=O)N3CCN(c4nc5ccccc5s4)CC3)n2)cc1
?,/,COc1ccc(-n2c(C)c(C(C)=O)c3cc(O)ccc32)cc1
54,21,CCc1cc2c(=O)c(-c3cscn3)coc2c(CN(C)C)c1O
-2,29,O=S(=O)(/N=C/c1c(O)ccc2ccccc12)c1cccs1
19,13,Cc1cc(C(N)=O)c2cc(Br)ccc2n1
-54,27,Cc1cc(C)nc(NS(=O)(=O)c2ccc(NS(=O)(=O)c3ccccc3)cc2)n1
-16,39,CCOC(=O)CCc1nc2ccccc2[nH]1
-10,21,CCOC(=O)N1CCC(NCCNC(=O)c2ccc(Cl)cc2)CC1
-13,22,C=CCNc1nc(N)c(C(=O)Nc2cc(C)on2)s1
11,27,O=C(CNC(=O)c1ccc([N+](=O)[O-])cc1)c1ccccc1
9,18,COc1ccccc1-c1cc(C(=O)Nc2cc(C)n(Cc3ccc(Cl)cc3)n2)no1

Compound profiles, from the list above:
`Cc1cc(C(N)=O)c2cc(Br)ccc2n1` reads mHtt clearance: 19; mHtt clearance grain fraction: 13
`CCNc1c(N)c(=O)oc2ccccc12` reads mHtt clearance: 16; mHtt clearance grain fraction: 30

(cont.)
mHtt clearance,mHtt clearance grain fraction,SMILES
31,13,C=CCNS(=O)(=O)c1ccc(OC)c(C)c1
32,21,Cc1nnc(SCc2nc3ccccc3[nH]2)s1
-17,55,C=C(C)Cn1c(N2CCN(CC)CC2)nc2c1c(=O)[nH]c(=O)n2C
-15,23,CCCC(=O)Nc1ccc(NC(=O)c2cccs2)cn1
31,24,COc1ccc(C(=O)NCCNC(C)=O)cc1S(=O)(=O)NCc1ccc(Cl)cc1
-21,22,CCC(=O)Nc1ccc(NC(=O)c2cccc(OC)c2)nc1
20,15,CC(=O)Nc1ccc(S(=O)(=O)N2CCN(c3cc(C)nc4ccccc34)CC2)cc1
-1,39,COc1ccc(/C=C/C(=O)NCc2cn(C)nc2C)cc1COc1ccc(Cl)cc1Br
-42,53,Cc1cc(C(=O)CSc2nnc(-c3ccc(Cl)cc3)n2CC2CCCO2)c(C)n1C (centres undefined)
-22,47,CC(=O)N/C(=C/c1ccc2c(c1)OCO2)C(=O)NCCCO
-88,34,O=C(Nc1ccc(Cl)cc1)N1CCN(c2ccccc2)CC1
24,25,CCC(Sc1nc(N)c(NC(=O)c2ccc(OC)c(OC)c2)c(=O)[nH]1)C(=O)OC (centres undefined)
33,13,COc1ccc(CN(C)CCc2ccccn2)cc1OC
-8,36,CC(C)(C)c1ccc2c(c1)N(CC(=O)O)C(=O)CO2
-70,64,O=C(NCc1ccc(OC(F)(F)F)cc1)C1CC(c2ccccc2[N+](=O)[O-])=NO1 (centres undefined)
15,18,Cc1ccc2c(c1)N(CCC(=O)NC1CC1)C(=O)C(C)O2 (centres undefined)
-36,53,Cc1ccccc1NC(=S)NNC(=O)c1ccoc1C
29,14,CCOC(=O)C1CCN(CC(=O)Nc2c(C(=O)OC)[nH]c3cccc(C)c23)CC1
-37,52,CCOc1ccc(/C(O)=C2/C(=O)C(=O)N(CCOCCO)C2c2ccc(F)cc2)cc1 (centres undefined)
-1,20,C=CCn1c2ccccc2c2nnc(SCC(=O)NC(C(=O)OC)C(C)C)nc21 (centres undefined)
3,19,CC(=O)Nc1ccc(S(=O)(=O)N2CCN(C(=O)N3CCOCC3)CC2)cc1
-7,17,COc1ccc(NC(=O)c2ccco2)cc1NC(=O)c1cccs1
5,41,CC(NC(=O)Nc1ncccn1)(C(F)(F)F)C(F)(F)F
-53,30,COc1ccc(OC)c(NC(=O)CSc2ncnc3c2cnn3-c2ccccc2Cl)c1
-55,30,O=S(=O)(c1cccc2c(S(=O)(=O)N3CCCC3)cccc12)N1CCCC1
-10,40,Cc1c(C)[n+](=O)c(-c2ccco2)c(C)n1[O-]
-44,32,COc1ccc(/C=C2\SC(=O)N(CCNC(=O)C3CC(=O)N(c4ccccc4)C3)C2=O)cc1 (centres undefined)
-21,58,COc1ccccc1NC(=O)Cn1c(=O)n2nc(C)nc2c2ccccc21
10,31,C=CCNc1nc(C)nc(OC)n1
44,9.5,Cc1ccc(OCCN2C(=O)c3ccccc3C2=O)c(C)c1
14,15,Cc1ccc(C(=O)COc2cccc(NC(=O)c3ccco3)c2)cc1
-23,38,CCOC(=O)N1CCN(S(=O)(=O)c2ccc3c(c2)SCC(=O)N3)CC1
8,18,CCOC(=O)c1ccc(N2C(=O)CC(NC3CCN(C(=O)c4cccc(Cl)c4)CC3)C2=O)cc1 (centres undefined)
28,32,O=C(O)C1CCCCC1C(=O)Nc1nccs1 (centres undefined)
31,28,C=C(C)Cn1c(-c2ccc(OC)cc2)nc2ccccc21
46,11,O=C(CCCN1C(=O)c2ccccc2C1=O)N1CCCCC1
14,18,COc1ccc(S(=O)(=O)Nc2ccc(F)c(F)c2)cc1Cl
14,18,COc1ccc(C2(C)NC(=O)N(CC(=O)NCCC3=CCCCC3)C2=O)cc1OC (centres undefined)
48,8.8,COc1cccc(N2C(=O)C(CC(=O)Nc3ccc(F)cc3)N(C3CCCCC3)C2=O)c1 (centres undefined)
8,18,CSc1ccccc1C(=O)NC1CC2CCC1C2 (centres undefined)
17,18,COC(=O)C1(CCSC)NC(c2ccc(O)cc2)C2C(=O)N(c3ccc4c(c3)OCCO4)C(=O)C21 (centres undefined)
-35,62,FC(F)Oc1ccc(-c2csc(Cc3nnc4n3CCCCC4)n2)cc1
-47,29,CCc1nc(SCC(=O)Nc2ccnc3ccccc23)n[nH]1
44,11,Cc1cc(C)nc(NS(=O)(=O)c2ccc(N/C=C3\CCCC3=O)cc2)n1
-30,44,CCCc1[nH]nc2c1C(c1ccccc1OCC)C(C#N)=C(N)O2 (centres undefined)
-3,18,CCOC(=O)c1nn(-c2ccc(Cl)cc2)c2nc(CC)c(C#N)c(=O)n12
-45,28,N#Cc1cc(Oc2ccc(Cl)cc2)c(N2CCOCC2)cc1C#N
-25,27,COc1ccc(CN2CC(C(=O)NCCN3CCOCC3)CC2=O)cc1 (centres undefined)
-30,40,Cc1ccc(NC(=O)c2c(C)nn(-c3ccccc3)c2Cl)c(C)c1
18,32,O=C(O)/C(=C\c1ccco1)NC(=O)c1cccc2ccccc12

Molecules listed so far with a CF3 group (two):
mHtt clearance,mHtt clearance grain fraction,SMILES
-70,64,O=C(NCc1ccc(OC(F)(F)F)cc1)C1CC(c2ccccc2[N+](=O)[O-])=NO1 (centres undefined)
5,41,CC(NC(=O)Nc1ncccn1)(C(F)(F)F)C(F)(F)F

More records follow:
mHtt clearance,mHtt clearance grain fraction,SMILES
30,31,Cc1cc(C)c2nc(N3CCC(C(=O)N4CCCC4)CC3)sc2c1
20,14,Clc1cccc(OCCn2cncn2)c1Cl
27,24,O=C(Nc1cccnc1)c1coc(=O)c2ccccc12
18,15,CC1CCCC(C)N1CCNC(=O)C1CCN(S(=O)(=O)N2CCCCC2)CC1 (centres undefined)
32,22,CCOc1ccc(CC(C(=O)NN)C(=O)NN)cc1CN(C)C
35,25,Clc1cccc(COn2c(-c3ccc(Cl)cc3Cl)nc3ncccc32)c1
-12,41,O=C(CN1CCN(c2ccccc2F)CC1)c1ccc2cc[nH]c2c1
-6,36,O=C1CCCN1CCCN1C(=O)N[C@@H](Cc2ccccc2)C1=O
-20,25,CCC1(CC)C(=O)C(C)(C)C(=O)OC1c1cccs1 (centres undefined)
-24,27,Cc1ccc(N2C(=O)C(Cl)=C(NCCO)C2=O)c(C)c1

Five entries picked at random from those above:
mHtt clearance,mHtt clearance grain fraction,SMILES
35,25,Clc1cccc(COn2c(-c3ccc(Cl)cc3Cl)nc3ncccc32)c1
-6,36,O=C1CCCN1CCCN1C(=O)N[C@@H](Cc2ccccc2)C1=O
-20,25,CCC1(CC)C(=O)C(C)(C)C(=O)OC1c1cccs1 (centres undefined)
18,15,CC1CCCC(C)N1CCNC(=O)C1CCN(S(=O)(=O)N2CCCCC2)CC1 (centres undefined)
27,24,O=C(Nc1cccnc1)c1coc(=O)c2ccccc12

Other structures:
mHtt clearance,mHtt clearance grain fraction,SMILES
-12,23,Cn1c(CNc2ccc(Cl)cc2)nnc1SCc1ccccc1
-14,23,Cc1cc(C)n2cc(CSc3nnnn3-c3ccccc3C)nc2n1
-46,30,COc1ccc(N2C(=NC(C)=O)SC3CS(=O)(=O)CC32)cc1OC (centres undefined)
10,38,O=S(=O)(NCCCO)c1ccc2c(c1)Cc1cc(S(=O)(=O)NCCCO)ccc1-2
48,9.2,Nc1ccc(C(=O)N2CCCC2)cc1
-14,20,COCCNC(=O)c1cc2sc3ccccc3c2s1
-34,32,CC(NC(=O)c1ccncc1)C(C)(C)C (centres undefined)
54,18,COc1cccc(/C=N\n2c(C)nnc2C)c1OC
-22,34,CCN1CCc2c(C#N)c(N3CCOCC3)nc(N3CCOCC3)c2C1
-183,90,C=CCNc1nc(C)c(C(C)=O)cc1C#N

3 entries from above, sorted by formula weight, largest number first:
mHtt clearance,mHtt clearance grain fraction,SMILES
i,323,Cn1cc(S(=O)(=O)N2CCN(C(=O)c3ccco3)CC2)c(=O)n(C)c1=O
-14,23,Cc1cc(C)n2cc(CSc3nnnn3-c3ccccc3C)nc2n1
-16,39,CCOC(=O)CCc1nc2ccccc2[nH]1

Remaining list, next part:
mHtt clearance,mHtt clearance grain fraction,SMILES
32,12,Cn1cc(S(=O)(=O)CC(=O)Nc2ccc3c(c2)OCCO3)c2ccccc21
-48,26,CCC(C)Nc1nc(SC(C(C)=O)C(C)=O)nc(N(C)C)n1 (centres undefined)
23,26,CCOC(=O)C1=C(C)NC(=O)NC1c1ccc2c(c1)OCCO2 (centres undefined)
30,24,O=C(O)c1ccc(CN2C(=O)CSC2=S)cc1
-44,53,CN(C)c1ccc(CNC(=O)c2ccc(CNc3c(N4CCCCC4)c(=O)c3=O)cc2)cc1
-68,33,O=C(CSc1nc(Nc2ccccc2)nc(N2CCOCC2)n1)Nc1ccc2c(c1)OCCO2
-33,46,CCOC(=O)c1nnn(-c2nn3nnnc3c3ccccc23)c1C
0,39,COc1cc2cc3c(N)c(C(=O)NCc4ccco4)sc3nc2cc1OC
-27,22,Cc1ccc(-c2noc(COc3ccccc3C)n2)cc1
32,12,CCOc1ccccc1NS(=O)(=O)c1cccs1
0,38,Cc1c(/C=N/n2cnnc2)c2ccccc2n1CCOc1ccccc1
40,22,Cc1noc(/C=C/N(C)C)c1S(=O)(=O)N(C)CC(=O)N1CCc2ccccc21
21,41,COc1ccc(C(=O)N2CCN(c3nc4ccccc4o3)CC2)cc1OC
-20,47,CC(C)(C)c1ccc(OCc2ccc(C(=O)N/N=C/c3ccc([N+](=O)[O-])cc3)o2)cc1
-46,51,CCn1c(SCC(=O)NCc2ccccc2)nc2ccccc2c1=O
12,17,COCCn1c(SCc2nnc(-c3ccc(OC)c(OC)c3)o2)nc2sc3c(c2c1=O)CCC3
-26,25,N/C(=N\c1nc2c(c(=O)[nH]1)CCCC2)Nc1ccc(Oc2ccccc2)cc1
-37,53,COc1ccc(C2C=C(c3ccc(Cl)cc3)Nc3nc(NC(C)=O)nn32)cc1 (centres undefined)
-44,32,O=C(COc1ccc(OCc2ccccc2)cc1)NC1CCOC1=O (centres undefined)
2,32,COc1ccc(C2N3CC4(C)CN2CC(C)(C3)C4O)cc1 (centres undefined)
30,28,Cc1nnc(C)n1/N=C/c1ccc(C(C)C)cc1
9,17,CN(CC(=O)Nc1ccc(F)c(Cl)c1)S(=O)(=O)c1cccc2nsnc12
38,23,O=S(=O)(Nc1nccs1)c1ccc2c(c1)OCCO2
14,29,CCCOc1ccc(C2C(C(=O)OC)=C(C)N=C3SCCC(=O)N32)cc1OCC (centres undefined)
10,19,Cc1ccc(-c2nnn(CC(=O)NCCc3ccc4c(c3)OCO4)n2)o1
30,14,COc1ccc(Br)cc1S(=O)(=O)N1CC(C)OC(C)C1 (centres undefined)
-6,39,CCc1c(C(=O)O)[nH]c2ccc(Br)cc12
-2,40,CC(C)n1c(NCc2cccs2)nc2ccccc21
22,14,COc1ccc2c(c1)N(C(=O)CN1C(=O)C3CCCCC3C1=O)C(C)(C)C=C2C (centres undefined)
53,9.6,O=C(NCCC1=CCCCC1)C1CCCN(S(=O)(=O)c2ccccc2)C1 (centres undefined)
21,33,Nn1c(SCC(=O)NC2CCCC2)nnc1-c1ccccc1F
42,21,CCCCOC(=O)C1=C(C)Nc2nnnn2C1c1ccc(OC)c(OC)c1OC (centres undefined)
